# H9c2 protect: protects H9c2 cardiomyocytes from peroxide injury. H2O2 injury protection, ATPLite, 2 h. protection from H2O2 cell death, % at 20 µM. actives 0.63% (n = 360,000);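 active = compounds giving at least 50% protection of heart cells from peroxide-induced death in the single-dose screen, raw or plate-pattern-corrected value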;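 also: 0% = DMSO wells with peroxide and 100% = DMSO wells without peroxide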
# MC4R antagonist: antagonists of human melanocortin 4 receptor (MC4R) | MC4R-expressing cells, MTII-stimulated cAMP, LANCE TR-FRET | inhibition, % at 6.5 µM | actives 0.48% (n = 360,000) | AID 540295;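 active = inhibition above its plate's cutoff, the mean of tested wells on that plate plus 3 SD, cut at about 29% in these data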;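 also: 0% = Melanotan II alone and 100% = Melanotan II plus saturating MCL0020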
#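 Material – human MC4R-expressing U2OS cells · Repeats – no replicates · Detection – TR-FRET with Eu-cAMP and labeled anti-cAMP, 671 nm · Times – compound 30 min, challenge 1 h, detection 1 h · Compound – single nominal compound dose of 6.5 µM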
# N-glyco inh: blocks N-linked glycosylation in D54 reporter cells; D54 ERlucT glycosylation luciferase reporter, 24 h; percent of 100 nM tunicamycin response; reporter increase, % at 12.5 µM; actives 0.23% (n = 360,000); AID 588692;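 active = mean luciferase reporter signal, scaled so untreated is 0 and the glycosylation-blocking control 100, at or above a set limit in every replicate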;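 also: luciferase carries N-glycosylation sites so blocking glycosylation raises the light; 0% = median of neutral control wells and 100% = median of 100 nM tunicamycin wells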
# HTR2A ag: mouse HTR2A agonism via beta-arrestin recruitment | P35363 | actives 0.66% (n = 360,000) | activation, % at 7.6 µM | AID 624169 | CHO-K1 mHTR2A beta-arrestin complementation, luminescence; percent of 30 µM serotonin response;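 active = activation above a run cutoff, the mean activation of all tested compounds plus 3 SD, cut at about 14% in these data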;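 also: 0% = plate median of compound wells and 100% = 30 µM serotonin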
# Target sequence (P35363 whole entry, looked up): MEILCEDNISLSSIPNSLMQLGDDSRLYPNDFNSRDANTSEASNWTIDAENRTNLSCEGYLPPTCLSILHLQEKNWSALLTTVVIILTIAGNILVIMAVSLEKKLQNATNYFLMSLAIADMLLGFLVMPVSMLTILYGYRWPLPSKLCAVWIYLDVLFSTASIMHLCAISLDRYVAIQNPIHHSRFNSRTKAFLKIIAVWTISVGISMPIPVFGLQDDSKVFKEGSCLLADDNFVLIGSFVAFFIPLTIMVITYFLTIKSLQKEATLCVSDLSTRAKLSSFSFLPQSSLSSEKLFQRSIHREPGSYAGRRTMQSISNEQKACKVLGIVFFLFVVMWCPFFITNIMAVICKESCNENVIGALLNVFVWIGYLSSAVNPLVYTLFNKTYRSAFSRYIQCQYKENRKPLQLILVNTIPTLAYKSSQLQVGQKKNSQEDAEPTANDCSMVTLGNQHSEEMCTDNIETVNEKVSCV
# NOD2 RIPK2 PPI: blocks binding of human NOD2 to RIPK2; O43353; CHO BLA complementation NOD2-RIPK2, CCF4 ratio; inhibition, % at 4.98 µM; actives 0.38% (n = 360,000); in the data active = inhibition above about 21%;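 also: 0% = vehicle only and 100% = reference blocker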
# Target sequence (O43353 whole entry, looked up): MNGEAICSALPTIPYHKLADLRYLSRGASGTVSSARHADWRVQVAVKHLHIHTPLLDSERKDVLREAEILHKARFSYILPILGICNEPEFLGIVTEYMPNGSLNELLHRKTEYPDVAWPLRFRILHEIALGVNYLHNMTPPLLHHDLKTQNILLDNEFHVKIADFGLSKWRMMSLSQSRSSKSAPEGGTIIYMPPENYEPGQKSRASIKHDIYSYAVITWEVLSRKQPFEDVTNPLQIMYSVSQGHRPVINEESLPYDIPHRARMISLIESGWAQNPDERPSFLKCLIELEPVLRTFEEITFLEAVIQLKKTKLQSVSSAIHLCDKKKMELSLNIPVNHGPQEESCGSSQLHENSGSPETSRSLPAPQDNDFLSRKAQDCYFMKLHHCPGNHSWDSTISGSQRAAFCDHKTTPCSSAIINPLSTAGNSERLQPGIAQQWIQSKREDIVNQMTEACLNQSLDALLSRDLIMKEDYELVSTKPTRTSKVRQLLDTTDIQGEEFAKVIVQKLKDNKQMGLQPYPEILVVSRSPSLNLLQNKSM
# NCOA2 inhibitor: inhibits human steroid receptor coactivator 2; Q15596; HEK293 GAL4-SRC2 luciferase reporter, luminescence; inhibition, % at 9 µM; actives 0.17% (n = 370,000); AID 651957;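 active = inhibition above the mean inhibition of all tested compounds plus 3 SD, set per campaign, cut at about 52% in these data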;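 also: 0% = DMSO treated cells and 100% = cells given Gossypol at 36 µM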
# MC4R barr agon: agonists of human melanocortin 4 receptor (MC4R) beta-arrestin. activation, % at 8.9 µM. actives 0.98% (n = 360,000). U2OS MC4R beta-arrestin complementation, luminescence; percent of melanotan II response, DMSO zero;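 active = activation above a per-plate cutoff, the mean activation of sample wells on that plate plus 3 SD, cut at about 8% in these data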
# ABHD5-PLIN5 inh: ABHD5-PLIN5 protein interaction inhibition | Q00G26+Q8WTS1 | Split G. princeps luciferase complementation, luminescence, 4 h | inhibition, % at 4 µM | actives 0.78% (n = 360,000) | AID 602281;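 active = inhibition above the mean inhibition across every tested compound plus 3 SD, cut at about 22% in these data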;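 also: 0% = DMSO only wells and the 100% control is not disclosed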
# TLR9-MyD88 inh: inhibitors of human TLR9-MyD88 binding; Q9NR96+Q99836; CHO BLA complementation TLR9-MyD88, CCF4 FRET ratio; inhibition, % at 4.98 µM; actives 0.21% (n = 340,000); AID 504734;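 active = inhibition above the mean over all tested compounds plus 3 SD, cut at about 21% in these data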;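 also: 0% = DMSO only wells and 100% = clavulanate BLA inhibitor control wells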
# ABCB6 inh MLPCN: inhibitors of human ABC transporter ABCB6. actives 0.19% (n = 360,000). fluorescence ratio to DMSO, % at 10 µM. AID 602162. K562-ABCB6 porphyrin accumulation, flow cytometry, 1 h; active compounds read low;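 active = fluorescence ratio to DMSO below 75%, the collection mean minus 3 SD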;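 also: signal is porphyrin accumulated inside mitochondria; 100% equals median channel fluorescence of DMSO control wells; lower ratio means ABCB6 inhibition with less porphyrin fluorescence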
# Active calls of the source: *; . = no result given.
mol,H9c2 protect,MC4R antagonist,N-glyco inh,HTR2A ag,NOD2 RIPK2 PPI,NCOA2 inhibitor,MC4R barr agon,ABHD5-PLIN5 inh,TLR9-MyD88 inh,ABCB6 inh MLPCN
C[C@H](O)[C@@H]1CN2CCc3c([nH]c4ccc(-c5ccc6c(c5)OCO6)cc34)[C@@H]2C[C@@H]1N(C)C(=O)Nc1cc(Cl)cc(Cl)c1,-6,2,1,-11,12,26,-0.5,-12,-11,104
Clc1ccc(C(c2cccs2)N2CCNCC2)cc1 (stereo not given),7,-4,1,-8,6,11,1.0,-8,6,102
O=C(CN1C(=O)NC(c2ccccc2)(c2ccccc2)C1=O)Nc1cccnc1Cl,5,12,5,4,8,-5,-4.2,-3,-3,93
CC(C)Cc1nc2oc3c(NCC4CCCO4)ncnc3c2c2c1CCC2 (stereo not given),73*,14,5,-2,3,-14,-1.0,2,-4,93
CC(/C=N/NC(=O)c1cccs1)=C\c1ccco1,1,-2,3,-1,3,-53,-2.7,-2,7,103
Brc1ccc(CNCCCSc2ncccn2)cc1,1,2,0,5,-1,-21,-0.5,2,-19,97
CCOc1ncccc1C(=O)OCC(=O)Nc1cc(C(C)(C)C)ccc1OC,-11,8,3,5,-1,2,0.2,1,0,94
CCN(C(=O)COC(=O)c1cc(-c2ccccc2)nc2c1c(C)nn2-c1ccc(C)cc1)C1CCS(=O)(=O)C1 (stereo not given),-2,-1,3,7,-3,7,-2.1,3,-1,99
CC(=O)Nc1ccc(S(=O)(=O)N2CCN(S(=O)(=O)c3ccccc3)CC2)cc1,0,15,-3,1,-6,11,0.6,-7,-8,107
O=C(CSc1nc(O)cc(=O)n1-c1ccccc1)Nc1ccc2c3c(cccc13)CC2,0,-5,1,0,2,-2,-0.9,9,5,105
COc1ccc(-n2cc(CNCCc3cnc[nH]3)c(-c3cccc(F)c3)n2)cc1,23,-2,4,-2,-1,-7,0.7,15,7,97
COc1ccc(OC)c(NC(=O)CSc2nc3[nH]c(=O)[nH]c(=O)c3s2)c1,4,3,-1,18*,-13,-2,0.1,11,-3,92
CCN(CC)C(=O)CSc1nnc(SCc2ccc(Cl)cc2)s1,-2,1,-3,-3,-11,-27,-1.2,1,-11,94
COC(=O)[C@]12CCCCC=C1N(CCC1=CCCCC1)C(=O)[C@H](CC(=O)NCc1ccccc1)C2,.,.,.,-6,0,-11,.,-6,.,105
COc1cc(NC(=O)c2c(-c3ccccc3Cl)noc2C)c2ncccc2c1,0,-4,-7,1,-6,-27,-3.1,-3,0,98
CCc1cc(CNC(=O)CC2C(=O)NCCN2CC2CCCCC2)on1 (stereo not given),1,8,1,2,-3,14,-1.4,3,4,103
Cc1noc(C)c1NC(=O)Nc1cccc2c1O[C@H](CN(C)S(=O)(=O)c1ccccc1)[C@@H](C)CN([C@H](C)CO)C2=O,12,-2,0,-2,5,-10,0.1,1,4,89
CC(=O)N(C)c1ccc(NS(=O)(=O)c2cccc3nsnc23)cc1,7,4,2,-4,-13,-13,-1.6,5,1,87
O=C(O)c1ccc(/C=N/NC(=O)c2cc(-c3cccs3)nc3ccccc23)cc1,2,-5,4,-2,-7,-13,-0.7,2,2,98
CS(=O)(=O)N1CCN(c2ccccc2NC(=O)c2ccc([N+](=O)[O-])o2)CC1,35,1,9,-4,-1,-7,-2.0,-7,0,100
O=C(CN1CCOCC1)Nc1ccc(-c2nc3ccccc3[nH]2)cc1,-1,1,3,-6,5,-56,-1.5,-4,-7,87
O=C(NCC(=O)N(Cc1ccccc1)C(C(=O)NCC1CCCO1)c1ccccc1)c1ccco1 (stereo not given),33,-1,0,5,-6,-2,-0.1,-3,1,99
C[n+]1ccccc1/C=C/c1ccc(C#N)cc1,1,8,-2,0,1,-7,-1.3,7,0,97
Cn1c(=NC(=O)CS(=O)(=O)c2ccc(F)cc2)sc2ccccc21,-10,6,1,0,3,-6,-2.1,-1,11,100
Clc1ccc(-c2nnc3sc(Cc4cccs4)nn23)c(Cl)c1,-3,-14,-4,-3,1,3,-3.4,-5,1,102
COCCN(C(=O)CSc1nc2ccccc2c(=O)n1CC(C)C)c1c(N)n(Cc2ccccc2)c(=O)[nH]c1=O,14,1,0,1,-7,-4,-1.9,1,2,104
COC(=O)CSc1nnc(Cc2ccccc2)n1-c1ccc(C)cc1,-2,6,-1,-2,-12,2,-1.3,3,0,97
Cc1ccc(SCCC(=O)N2CCC(C)CC2)cc1,-1,1,-5,-6,3,-76,-1.4,-2,0,96
Cc1ccc(CNC(=O)CN(Cc2cccs2)C(=O)C2(C)CC(=O)N=C3C=CC=CN32)cc1 (stereo not given),-2,2,1,5,-10,-7,-0.5,-1,0,98
C=CCN1C(=O)C(Cc2ccc(SC(F)F)cc2)SC1=Nc1ccc(C(=O)O)cc1 (stereo not given),-2,24,0,4,-7,0,1.9,0,0,94
Cn1nc(C(=O)NNC(=O)C2CSC3(C)CCC(=O)N23)c2ccccc2c1=O (stereo not given),5,11,5,-1,-9,-9,-3.6,5,0,98
Cc1nnc(SCc2nc3ccccc3nc2C)s1,12,-1,1,0,2,20,0.2,-1,3,102
CCOc1ccc(S(=O)(=O)N2CCOCC2)c2ccccc12,0,-1,-2,-3,2,13,-2.6,-2,-1,100
Cc1ccccc1/C=C/c1cccc[n+]1C,-2,-3,-1,-1,6,7,-0.9,-8,-1,97
COc1ccc(OC)c(C2=NOC(C(=O)Nc3ccccc3SC)C2)c1 (stereo not given),19,4,-1,4,-2,12,3.9,11,-6,107
Cn1c(NCCc2ccncc2)nc2cc(-c3cccc(Cl)c3)sc2c1=O,2,2,0,-4,10,-30,0.5,0,.,101
CC1(C(=O)N/N=C/c2ccc3c(c2)OCO3)CC1(Br)Br (stereo not given),-3,-5,2,-2,4,10,1.1,-11,-7,98
COc1ccc(Cl)cc1N1C(=O)CC(Sc2ccccc2N)C1=O (stereo not given),3,2,2,-1,-16,18,0.3,-4,-5,100
Cc1nc2n[nH]c(N)c2c2c1CCCC2,4,9,1,-2,7,-17,-2.7,4,4,98
Nc1ncnc2nc(SCC(=O)Nc3cccc(C(F)(F)F)c3)[nH]c12,0,1,-1,1,-4,-18,-0.9,-2,0,102
COC(=O)[C@]1(Cc2ccccc2)N[C@H](CN(C)C(C)=O)[C@@H]2C(=O)N(Cc3ccccc3)C(=O)[C@@H]21,1,5,1,0,5,-10,-0.7,-2,6,94
O=C(Cc1ccsc1)NNC(=O)c1ccccc1O,20,6,2,1,3,-25,-1.8,5,-11,95
COc1ccc(Nc2nnc(C)c(=O)[nH]2)c(OC)c1,3,24,1,4,4,1,0.8,-1,-7,101
CN1C(=O)CSc2ccc(NC(=O)Nc3ccccn3)cc21,59*,1,31*,-1,-1,6,0.1,6,-8,87
CC1(C)C=Cc2c(ccc3c2OC[C@H](c2ccc(O)cc2O)C3)O1,-7,4,0,-3,-1,-45,-1.1,-23,0,96
Nc1nnc(SCC(=O)Nc2cccnc2Cl)s1,0,1,1,5,-7,5,-1.1,1,-4,98
COCC1CCN(Cc2cn(Cc3ccccc3)nc2-c2cc3ccccc3o2)CC1,-5,0,-1,-2,8,-7,0.3,0,-5,99
COc1ccc(CNC(=O)COC(=O)c2ccc3c(c2)OCCO3)cc1,2,0,1,2,-5,9,-1.7,5,0,98
O=C(Cc1cccs1)NCCc1ccc(F)cc1,3,10,-1,-2,3,-11,1.3,-12,1,100
CC(C)N(Cc1ccccc1)C(=S)Nc1cccnc1,0,2,3,-1,4,1,-0.8,-8,3,98

# Additional results follow.
mol,H9c2 protect,MC4R antagonist,N-glyco inh,HTR2A ag,NOD2 RIPK2 PPI,NCOA2 inhibitor,MC4R barr agon,ABHD5-PLIN5 inh,TLR9-MyD88 inh,ABCB6 inh MLPCN
CCSc1ncc(Cl)c(C(=O)Nc2ccc(S(N)(=O)=O)cc2)n1,1,20,-1,9,-9,-8,0.3,0,-8,96
O=C(CNS(=O)(=O)c1ccccc1)OCC(=O)c1ccc(Br)cc1,1,4,1,-2,2,-14,-0.4,1,3,97
O=C(COC(=O)c1cccc(S(=O)(=O)N2CCOCC2)c1)c1ccccc1,1,18,1,-7,-1,-1,0.1,-2,7,97
N#CCCn1cnc2c(=S)nc[nH]c21,-1,-5,2,2,-1,-28,-0.5,4,5,104
COc1ccc(CNC(=O)c2cc(S(=O)(=O)N3CCOCC3)cn2C)cc1,0,-3,1,-1,-4,-11,2.1,6,0,99
Cc1cc(C)n(C(=O)c2cc3ccccc3c(=O)o2)n1,-1,2,0,3,-2,0,-0.4,-3,-6,95
COc1ccc2c(c1)OCC(O)(c1ccccc1)C2=O (stereo not given),-4,10,0,0,-3,-3,0.1,-4,-1,98
CCC1Nc2ncnc(N3CCOCC3)c2N(Cc2ccc(Cl)cc2)C1=O (stereo not given),1,7,1,-2,-1,.,0.0,-1,2,101
CSC1=NS(=O)(=O)c2c(C)nn(C)c2S1,1,8,2,-2,-3,8,-1.8,-21,-3,96
O[C@@H]1Cc2ccccc2O[C@H]1c1ccccc1,-1,21,4,-1,3,-36,1.4,0,-9,101
O=C(CSc1ncccn1)NC1CCCC1,8,4,0,5,-6,-8,2.9,-5,-3,101
CCCCCCc1nc2nc(Cl)c(Cl)nc2[nH]1,-10,-3,-5,0,3,6,-0.4,0,6,94
CCOC(=O)/C=c1\s/c(=C(\C#N)C(=O)OCC)n(-c2ccccc2)c1=O,1,11,2,-2,5,1,-1.1,0,0,98
c1ccc2[nH]c(SCCN3CCOCC3)nc2c1,-7,15,0,-4,-4,-4,-1.3,6,7,96
O=C(Cn1c(-c2cscn2)nc2ccccc21)Nc1ccc2ccccc2c1,-1,14,3,-1,-9,-23,-1.2,8,-4,107
CCOc1ccc2nc(NC(=O)C(CC)Sc3nc(C)cc(=O)[nH]3)sc2c1 (stereo not given),-1,1,-2,2,-4,-56,-1.1,-3,-5,99
CCOc1ccccc1N(CC(=O)Nc1cc(OC)ccc1OC)S(C)(=O)=O,10,-3,2,-2,-1,-8,0.8,4,-9,95
COc1ccccc1S(=O)(=O)N(C)C[C@@H]1Oc2ncc(-c3ccc(C)cc3)cc2C(=O)N([C@H](C)CO)C[C@@H]1C,-1,1,-1,-7,1,10,0.5,10,5,99
CCN(c1ccccc1)S(=O)(=O)c1ccc(C(=O)NCC2(N(C)C)CCCCC2)cc1,1,1,-5,-4,-4,9,0.8,15,-5,104

# Bioassay records as filed in PubChem.

# Only part of the results is shown; count on the stated rates, not on these rows.
